Screens from PubChem BioAssay.
V-ATPase pHluor: alters yeast V-ATPase proton transport; S. cerevisiae, pHLuorin cytosolic pH fluorescence; response, % at 10 µM; 350,000 compounds, 0.37% hits; in the data active means response mostly above about 7.3%, no sharp cut-off; inactive means mostly below about 5.4%; further: actives read high; inactives centre near 0; some compounds called inactive have numbers as strong as hits; reference of the scale not given here
C-LANA FP: KSHV C-LANA DNA binding inhibition; 340,000 compounds, 0.078% hits; MBP-C-LANA/FAM-LBS DNA binding, fluorescence polarization; AID 504423; inhibition, % at 9 µM;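 active means highest replicate inhibition at or above 60% at 9 µM, even if other replicates fall short; inactive means all replicates below 60% inhibition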;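 further: 0% = neutral control wells and 100% = 4 µM acridine orange control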
HTR5A inv ag: inverse agonist of human HTR5A in OPRM1-OPRD1 counter-screen | P47898 | HTR5A cell line, luminescence, inverse agonism | inhibition, % at 9.3 µM | 340,000 compounds, 0.083% hits | AID 504634; in the data active means inhibition mostly above about 23%, no sharp cut-off; inactive means mostly below about 18%;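 further: 0% = cells with DMSO and 100% = no-cell wells with DMSO; some compounds called inactive have numbers as strong as hits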
CAL-PDZ inh HTS: CAL PDZ (human) peptide binding inhibition; AID 602252; inhibition, % at 24.9 µM; 300,000 compounds, 0.92% hits; purified CAL PDZ, TMR-peptide fluorescence polarization, 1 h; Q9HD26;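 active means mean inhibition of at least 30% with at least half of replicates also reaching 30%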;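 further: 0% = DMSO neutral control and 100% = excess unlabeled competitor peptide PRC23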
OPRM1-OPRD1 ag: agonists of human mu-delta opioid receptor heterodimerization | P35372+P41143 | cells, OPRM1-OPRD1 heterodimerization, luminescence | activation, % at 9.3 µM | 340,000 compounds, 0.3% hits | AID 504326; in the data active means activation above about 18%;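 further: 0% = vehicle-treated cells and 100% = reference agonist; values of inactives mirror those of a sister screen read the other way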
Target sequence (P35372 whole entry, looked up): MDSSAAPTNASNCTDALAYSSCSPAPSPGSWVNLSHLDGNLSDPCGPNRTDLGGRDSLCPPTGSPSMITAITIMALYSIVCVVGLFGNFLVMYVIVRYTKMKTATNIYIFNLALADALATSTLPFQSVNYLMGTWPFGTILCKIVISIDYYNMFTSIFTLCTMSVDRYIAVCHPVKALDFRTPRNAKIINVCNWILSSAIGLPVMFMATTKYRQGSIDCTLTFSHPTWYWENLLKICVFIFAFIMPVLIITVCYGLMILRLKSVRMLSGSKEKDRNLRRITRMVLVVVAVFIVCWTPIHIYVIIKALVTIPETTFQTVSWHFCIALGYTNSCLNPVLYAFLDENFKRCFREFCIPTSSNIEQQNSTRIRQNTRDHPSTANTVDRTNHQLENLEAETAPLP
Target sequence (P41143 whole entry, looked up): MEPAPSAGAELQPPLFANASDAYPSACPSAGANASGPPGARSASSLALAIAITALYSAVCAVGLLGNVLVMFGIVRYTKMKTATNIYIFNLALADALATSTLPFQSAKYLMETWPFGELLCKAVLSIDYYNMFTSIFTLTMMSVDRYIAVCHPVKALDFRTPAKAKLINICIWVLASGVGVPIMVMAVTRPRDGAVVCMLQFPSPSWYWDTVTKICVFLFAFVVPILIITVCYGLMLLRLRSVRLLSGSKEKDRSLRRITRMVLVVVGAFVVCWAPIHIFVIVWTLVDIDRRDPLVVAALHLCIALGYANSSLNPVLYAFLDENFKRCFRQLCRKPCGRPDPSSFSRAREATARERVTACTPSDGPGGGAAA
RTF Ca sens act: cardiac RTF calcium sensitization | P19429+P45379 | 340,000 compounds, 0.24% hits | IANBD-labeled TnC RTF fluorescence at EC20 calcium; 0% EC20 calcium, 100% full calcium | activation, % at 7.2 µM;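 active means activation above the mean over all tested compounds plus 3 SD, cut at about 30% in these data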;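 further: rise in fluorescence read as greater calcium sensitivity of cardiac thin filaments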
Cardiac RTF inh: cardiac RTF calcium desensitization; P19429+P45379; IANBD-labeled cardiac RTF, Ca2+ fluorescence; inhibition, % at 7.15 µM; 340,000 compounds, 0.12% hits; AID 493244;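 active means inhibition above the mean inhibition of all tested compounds plus 3 SD, cut at about 17% in these data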;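 further: assay run at fixed EC70 calcium of 1.6 mM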
Keap1 Nrf2 FP: inhibitors of human Keap1-Nrf2 protein-protein interaction. AID 504523. inhibition, % at 9.4 µM. 340,000 compounds, 0.15% hits. Q14145. Keap1 Kelch-Nrf2 peptide fluorescence polarization, 1536-well; in the data active means inhibition above about 12%;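 further: human Keap1 Kelch domain with fluorescein labeled Nrf2 9mer peptide probe; 0% = neutral control wells and 100% = peptide positive control; higher means more block of Keap1 binding to Nrf2 peptide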
MOR-DOR inv ag: mu-delta opioid heterodimer inverse agonism; P35372+P41143; cell-based MOR-DOR heterodimer luminescence; inhibition, % at 9.3 µM; 340,000 compounds, 0.21% hits; in the data active means inhibition above about 22%, passing the limit was not always enough;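 further: 0% = cells with DMSO and 100% = wells without cells with DMSO; values of inactives mirror those of a sister screen read the other way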
HTR5A ag ctr: HTR5A agonism, opioid heterodimer counter-screen; P47898; HTR5A agonist assay, luminescence, cell-based; activation, % at 9.3 µM; 340,000 compounds, 0.61% hits; AID 504692; in the data active means activation mostly above about 9.5%, no sharp cut-off; inactive means mostly below about 7.6%;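 further: 0% = cells with vehicle only and 100% = reference agonist; strong numbers were not always called active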
Active calls of the source: *; · = not tested or not shown. Rows are unselected; 2.8% or so of the library scored in one or more.

SMILES | V-ATPase pHluor | C-LANA FP | HTR5A inv ag | CAL-PDZ inh HTS | OPRM1-OPRD1 ag | RTF Ca sens act | Cardiac RTF inh | Keap1 Nrf2 FP | MOR-DOR inv ag | HTR5A ag ctr
CC(=O)NC1C(Oc2ccc(C=O)cc2)OC(COC(C)=O)C(OC(C)=O)C1OC(C)=O (configuration not stated) | 3 | -0.7 | -27 | -2 | -0.3 | 1 | 0 | 2 | 2 | 5
CCn1c(SCC(=O)NC2CC2)nnc1-c1csc(C)c1 | -1 | -0.2 | 11 | 3 | -1.5 | -3 | 0 | -1 | 6 | -4
Nc1cc(C(=O)OCC(=O)NCCNC(=O)COC(=O)c2ccc(Cl)c(N)c2)ccc1Cl | 2 | 0.5 | 0 | 5 | -1.3 | -3 | 4 | 3 | 9 | 0
O=C(O)/C=C\C(=O)Nc1ccc(N2CCN(c3cccc(Cl)c3)CC2)cc1 | -3 | 1.5 | -7 | -1 | 7.5 | 1 | -15 | 0 | -44 | 3
Cn1c(CCNC(=O)C2CCCCC2)nc2cc(NC(=O)c3cccs3)ccc21 | 3 | -0.5 | 17 | -2 | -0.2 | -3 | -5 | -3 | 1 | 4
Cc1cc(C)cc(NC(=S)N(C)C)c1 | -3 | 0.0 | -20 | -2 | -2.1 | -4 | 2 | -6 | 10 | 0
Clc1ccc(-n2cccc2/C=N/n2cnnc2)cc1 | 0 | -0.9 | 15 | · | -2.2 | 7 | -15 | -4 | 9 | 4
Cc1cc(C(=O)NCC2COc3ccccc3O2)c2ccccc2n1 (configuration not stated) | 2 | -2.0 | 18 | 62* | 0.6 | 0 | -13 | -6 | -3 | -3
CC(=O)N(Cc1c(C)nn(-c2ccccc2)c1Cl)c1ccc(Cl)cc1 | 0 | 2.5 | 17 | -8 | -1.6 | 0 | -5 | 1 | 9 | -3
CCOc1ccccc1CN1CCN(Cc2csc(C(C)=O)c2)CC1CCO (configuration not stated) | 0 | -0.8 | 10 | 1 | 1.2 | 1 | 1 | 0 | -7 | -4
CCOc1ccc(-n2c(Cc3cc(=O)[nH]c(=O)[nH]3)nnc2SC(C)C)cc1 | 2 | -1.1 | -18 | -3 | -1.7 | 2 | -5 | -1 | 9 | 6
COc1ccc(NS(=O)(=O)c2cn(C)cn2)cc1 | 0 | -0.3 | -4 | -3 | -1.2 | -2 | 5 | -6 | 6 | -2
COc1cc(/C=C/c2ccc3cccc(OC)c3n2)c(O)c([N+](=O)[O-])c1 | 1 | 3.7 | 7 | -4 | 6.9 | 4 | 10 | -2 | -35 | -2
CCN(CC)S(=O)(=O)c1cc(C(=O)N2CCc3ccccc32)ccc1Cl | -1 | 2.7 | -3 | -2 | -1.4 | -2 | 7 | 2 | 9 | 2
CC(C)CNC(=O)CCCc1ccccc1 | -4 | 2.2 | 15 | · | -2.8 | 1 | -1 | -3 | 11 | -2
CCN(CC(=O)Nc1ccc2c(c1)OCCO2)Cc1cc(=O)oc2cc(C)c(C)cc12 | -2 | -1.3 | 9 | · | -0.5 | -1 | -2 | -1 | 3 | 0
CNC(=S)NN=C(C)CCCC(C)=NNC(=S)NC | 2 | -1.5 | -19 | 6 | 0.1 | 5 | -18 | 2 | 0 | 5
CC(C)c1ccc(NC(=O)CCN2C(=O)[C@@H]3Cc4ccccc4CN3C2=O)cc1 | 7 | 1.1 | 2 | -2 | 0.2 | 5 | -8 | -4 | -1 | -1
COc1ccccc1C(=O)NNC(=O)c1ccccc1[N+](=O)[O-] | -1 | -1.2 | 9 | -1 | 0.0 | -4 | -1 | 0 | 0 | -3
CC(C)[C@H](NC(=O)c1cccc(S(=O)(=O)N2CCOCC2)c1)C(=O)OCC(=O)Nc1cccc(Br)c1 | 0 | -2.3 | 24 | -3 | -1.4 | 2 | 6 | -5 | 6 | 4
Clc1ccc(-c2ncc3ccccn23)cc1 | 0 | -1.7 | 4 | -3 | -1.8 | 3 | -2 | 4 | 10 | -2
CCN(CC)C(=O)C(=O)N/N=C/c1cccc(Br)c1 | 0 | -0.2 | -8 | -5 | 0.9 | 7 | -16 | -6 | -5 | 3
C[C@H]1CN([C@@H](C)CO)C(=O)c2cc(NC(=O)Cc3ccccc3)ccc2O[C@H]1CN(C)Cc1ccccc1 | 0 | 1.6 | 1 | -2 | -0.7 | 8 | -10 | 2 | 4 | 4
COc1ccc(OCCOC(=O)Nc2ccccc2)cc1 | 5 | 0.9 | -8 | 0 | -0.7 | -6 | -6 | -5 | 4 | -1
O=C(NNC(=O)c1ccc([N+](=O)[O-])cc1Cl)c1ccncc1 | 5 | 1.6 | -18 | -4 | 2.0 | 2 | -1 | 4 | -11 | 0
O=C(CSc1ccc([N+](=O)[O-])cn1)Nc1ccc2c(c1)OCCO2 | 0 | -0.4 | 4 | -5 | 2.1 | -3 | 2 | -3 | -11 | -2
CC(=O)c1ccc(OCC(O)CN2CCc3ccccc3C2)cc1 (configuration not stated) | 0 | -0.9 | 9 | -1 | -4.0 | 6 | -3 | -4 | 20 | -2
c1ccc(-c2noc(-c3ccno3)n2)nc1 | 3 | -1.9 | -28 | 17 | -1.5 | 13 | -5 | -6 | 7 | 3
O=C(O)c1ccc(N/N=C/c2ccncc2)cc1 | -4 | 1.1 | 4 | -1 | -3.4 | 14 | 1 | -1 | 20 | -1
CCc1nnc(NS(=O)(=O)c2ccc(NC(=O)/C=C/c3ccc(OC)cc3OC)cc2)s1 | 4 | 6.2 | 20 | -10 | 0.0 | -5 | 4 | 2 | 0 | 1

Given with tabs: 2 of the compounds above.
molecule	V-ATPase pHluor	C-LANA FP	HTR5A inv ag	CAL-PDZ inh HTS	OPRM1-OPRD1 ag	RTF Ca sens act	Cardiac RTF inh	Keap1 Nrf2 FP	MOR-DOR inv ag	HTR5A ag ctr
COc1ccccc1C(=O)NNC(=O)c1ccccc1[N+](=O)[O-]	-1	-1.2	9	-1	0.0	-4	-1	0	0	-3
CC(C)[C@H](NC(=O)c1cccc(S(=O)(=O)N2CCOCC2)c1)C(=O)OCC(=O)Nc1cccc(Br)c1	0	-2.3	24	-3	-1.4	2	6	-5	6	4

The results go on.
SMILES | V-ATPase pHluor | C-LANA FP | HTR5A inv ag | CAL-PDZ inh HTS | OPRM1-OPRD1 ag | RTF Ca sens act | Cardiac RTF inh | Keap1 Nrf2 FP | MOR-DOR inv ag | HTR5A ag ctr
O=C1C2C(C(=O)N1/N=C/c1cccc([N+](=O)[O-])c1)C1C=CC2C12CC2 (configuration not stated) | 0 | 0.0 | 19 | 0 | 0.6 | 1 | -1 | 1 | -3 | -3
CCn1nc(C)c(/C=N/NC(=O)Cn2nnc(N)n2)c1C | 1 | -5.9 | -11 | · | -0.9 | 3 | -8 | 1 | 5 | 3
CCCCOc1ccc(C(=O)OCC(=O)N2CCOCC2)cc1 | 6 | 1.9 | -2 | -13 | -2.2 | -6 | 3 | 1 | 14 | 1
Cc1ccnc(NC(=O)c2cc3cc(F)ccc3s2)c1 | 4 | -1.1 | 6 | -4 | 0.7 | -6 | -14 | -3 | -4 | -2
Cc1cc(-c2ccc([N+](=O)[O-])cc2)nc2ccccc12 | -2 | 1.4 | -42 | -1 | 1.9 | -10 | -3 | 7 | -9 | 0
Cc1ccc(S(=O)(=O)N(C)C)cc1NC(=O)COC(=O)CNC(=O)c1cccs1 | 0 | 0.9 | 12 | 13 | 1.7 | 1 | 4 | -4 | -11 | 1
Cc1cc(/C=C(/C#N)c2nc3ccccc3[nH]2)c(C)n1-c1cc(C(=O)O)cc(C(=O)O)c1 | 1 | 15 | 1 | -3 | -5.1 | -2 | -1 | -4 | 25 | 3
CCOc1cccc(-c2c(C(=O)N/N=C(\C)c3ccncc3)nnn2-c2nonc2N)c1 | 2 | -0.6 | 12 | -1 | -2.9 | -3 | 2 | 2 | 15 | -3
COC(=O)Cn1cnc2c(Cl)nc(F)nc21 | 3 | -1.3 | 9 | -5 | -2.0 | -4 | -7 | -5 | 10 | -3
CNC(=O)COc1coc(CN2CCN(c3ccccc3F)CC2)cc1=O | 4 | -0.4 | -3 | 0 | -2.1 | 1 | 6 | -8 | 11 | 0
COc1ccccc1NC(=O)CSc1nnc(C)o1 | -1 | -0.9 | 14 | -4 | -1.6 | 2 | 4 | -3 | 9 | 2
Fc1ccccc1-c1nnc2c3ccccc3nc(N3CCOCC3)n12 | -2 | -0.6 | 6 | · | -1.2 | -6 | -1 | 1 | 6 | 3
COc1ccc(F)cc1C(=O)COC(=O)c1n[nH]c(=O)c2ccccc12 | -4 | 0.7 | 9 | -4 | -3.4 | -8 | -4 | 0 | 13 | 1
CCC(C)[C@H](NC(=O)OC(C)(C)C)C(=O)N/N=C/C1=Cc2ccccc2OC1 (some centres not stated) | -4 | 2.2 | -11 | -7 | 2.9 | 1 | -2 | -2 | -15 | 7
CCn1cc(C2Nc3ccccc3C(=O)N2O)c(C)n1 (configuration not stated) | 10 | 0.6 | -13 | 0 | -0.6 | 5 | -24 | -1 | 3 | 3
Cc1cc(NS(=O)(=O)c2ccc(NC(=O)CN3C(=O)c4ccccc4C3=O)cc2)nc(C)n1 | 0 | -1.5 | 14 | · | -2.2 | -5 | -3 | -6 | 11 | -6
COc1ccc(NC(=O)Nc2ccccc2SC)cc1 | -1 | -0.1 | -4 | -2 | -0.1 | 6 | -3 | -7 | 0 | 1
COc1ccc(OC)c(S(=O)(=O)Nc2cc(C)on2)c1 | -2 | -0.9 | 5 | -4 | -0.4 | -2 | -5 | -1 | 2 | 0
O=C1/C(=C/c2cccc(F)c2)SC(=S)N1NS(=O)(=O)c1ccccc1 | -2 | 0.3 | 4 | -1 | -2.2 | -2 | 1 | -5 | 13 | -1
O=C(c1cnn2c(C(F)(F)F)cc(-c3ccccc3)nc12)N1CCCCC1c1cccnc1 (configuration not stated) | -2 | -0.6 | -4 | 1 | -2.8 | -3 | 12 | -1 | 15 | 2
COc1ccc(Br)cc1C(=O)Nc1nnn(C)n1 | 2 | 0.0 | 12 | -1 | -1.8 | -5 | 2 | -7 | 9 | -4
O=C(COc1ccccc1)N/N=C/c1sc(=O)n(Cc2cccc(C(=O)O)c2)c1Cl | -3 | -6.7 | -7 | -7 | -1.6 | 0 | 5 | -8 | 8 | 2
CC(C)(C#N)N([O-])C=C[N+](=O)C(C)(C)C#N | 2 | -1.5 | -8 | -6 | -1.1 | 1 | -5 | 3 | 6 | 7

One compound at a time, from the list above. Order of values: V-ATPase pHluor, C-LANA FP, HTR5A inv ag, CAL-PDZ inh HTS, OPRM1-OPRD1 ag, RTF Ca sens act, Cardiac RTF inh, Keap1 Nrf2 FP, MOR-DOR inv ag, HTR5A ag ctr
Profile of O=C(c1cnn2c(C(F)(F)F)cc(-c3ccccc3)nc12)N1CCCCC1c1cccnc1 (configuration not stated) : -2, -0.6, -4, 1, -2.8, -3, 12, -1, 15, 2
Profile of COc1ccc(OC)c(S(=O)(=O)Nc2cc(C)on2)c1 : -2, -0.9, 5, -4, -0.4, -2, -5, -1, 2, 0
Profile of Cc1cc(NS(=O)(=O)c2ccc(NC(=O)CN3C(=O)c4ccccc4C3=O)cc2)nc(C)n1 : 0, -1.5, 14, ·, -2.2, -5, -3, -6, 11, -6
Profile of COc1ccc(NC(=O)Nc2ccccc2SC)cc1 : -1, -0.1, -4, -2, -0.1, 6, -3, -7, 0, 1
